SENP8 block-1 – inhibitors of human SENP8 protease; purified SENP8, Z-RLRGG-aminoluciferin cleavage, luminescence; inhibition, % at 10 µM; 330,000 compounds, 1.2% hits; AID 2540; in the data active = inhibition above about 50%
Target sequence (Q96LD8 whole entry, looked up): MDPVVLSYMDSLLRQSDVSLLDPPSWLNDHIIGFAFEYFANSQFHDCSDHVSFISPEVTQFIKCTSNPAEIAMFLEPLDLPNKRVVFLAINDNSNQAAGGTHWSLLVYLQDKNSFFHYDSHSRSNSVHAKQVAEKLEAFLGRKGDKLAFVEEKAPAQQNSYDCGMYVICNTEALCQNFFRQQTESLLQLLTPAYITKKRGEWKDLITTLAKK
SENP1 FRET inh – blocks the human SENP1 SUMO protease catalytic domain. inhibition, % at 10 µM. Q9P0U3. recombinant SENP1 catalytic domain, CyPet-SUMO1-YPet FRET cleavage. 360,000 compounds, 0.21% hits;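 active = inhibition at least 30% at 10 µM, raw YFP signal under a set limit, fluorescence ratio 0.5 to 1.5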;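 note: 0% = enzyme with DMSO and 100% = no enzyme wells; some results filed as inactive read as strong as hits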
Target sequence (Q9P0U3 419-644 limits assumed): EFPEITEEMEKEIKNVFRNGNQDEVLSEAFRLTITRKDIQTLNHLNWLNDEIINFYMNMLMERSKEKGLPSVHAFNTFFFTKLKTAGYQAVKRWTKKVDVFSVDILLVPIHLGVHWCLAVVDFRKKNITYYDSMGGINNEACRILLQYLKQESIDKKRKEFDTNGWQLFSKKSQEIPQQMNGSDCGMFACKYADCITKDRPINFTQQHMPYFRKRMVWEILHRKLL
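Assay system: hSENP1 catalytic domain, recombinant. Amount: SENP1 enzyme, 20 pM final. Schedule: 50 min reaction, RT, dark. Technique: FRET, CFP and YFP emission. Control set: no-enzyme wells low, DMSO-plus-enzyme wells high control.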
SENP8 block-2 – inhibitors of human SENP8 protease; Q96LD8; recombinant SENP8, Nedd8 substrate fluorescence; inhibition, % at 20 µM; 360,000 compounds, 0.64% hits; AID 602440; in the data active = inhibition mostly above about 40%, no sharp cut-off; inactive = mostly below about 27%
SENP6 inh – blocks the human protease SENP6; 330,000 compounds, 1.8% hits; AID 2599; Recombinant SENP6 catalytic domain, aminoluciferin luminescence; inhibition, % at 10 µM;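 active = inhibition above about 50% at the single tested dose, limit read from the data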;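 note: plate controls were DMSO wells with enzyme for no effect and DMSO wells lacking enzyme for full effect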
PfG6PD inh – PfG6PD (Plasmodium falciparum) enzyme inhibition. 350,000 compounds, 0.78% hits. inhibition, % at 20 µM. AID 504690. PfGluPho enzyme, NADPH resazurin-diaphorase fluorescence;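 active = inhibition reaching at least a set limit at 20 µM in the primary screen, cut at about 59% in these data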;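 note: 0% = DMSO wells with substrate and 100% = DMSO wells lacking glucose-6-phosphate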
HKDC1 inhibitor – HKDC1 (human) hexokinase inhibition; Q2TB90; recombinant HKDC1, G6PDH/diaphorase resazurin coupled fluorescence; inhibition, % at 20 µM; 340,000 compounds, 0.16% hits;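 active = inhibition above about 35% when tested at 20 µM, limit read from the data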;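 note: plate controls were DMSO wells with enzyme for no effect and DMSO wells lacking enzyme for full effect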
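Incubation: 90 min at room temperature in dark / Material: recombinant HKDC1 (HK5) hexokinase enzyme, produced in-house / Quantity: enzyme 5 µg/mL final / Compound: one dose of 20 µM, 1% DMSO / Reagent: glucose and ATP substrates / Buffer or medium: Tris pH 8.0 buffer with MgCl2, Tween-20, BSA, BME / Technique: resorufin fluorescence at 613 nm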
SENP7 block – blocks the human protease SENP7 | Q9BQF6 | 330,000 compounds, 1.5% hits | inhibition, % at 5 µM | recombinant SENP7, Z-RLRGG-aminoluciferin luminescence, 40 min;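 active = inhibition above about 50% at the single test dose, limit read from the data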;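 note: plate controls were DMSO with enzyme for no effect and no enzyme buffer wells for full effect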
Target sequence (Q9BQF6 706-1050 limits assumed): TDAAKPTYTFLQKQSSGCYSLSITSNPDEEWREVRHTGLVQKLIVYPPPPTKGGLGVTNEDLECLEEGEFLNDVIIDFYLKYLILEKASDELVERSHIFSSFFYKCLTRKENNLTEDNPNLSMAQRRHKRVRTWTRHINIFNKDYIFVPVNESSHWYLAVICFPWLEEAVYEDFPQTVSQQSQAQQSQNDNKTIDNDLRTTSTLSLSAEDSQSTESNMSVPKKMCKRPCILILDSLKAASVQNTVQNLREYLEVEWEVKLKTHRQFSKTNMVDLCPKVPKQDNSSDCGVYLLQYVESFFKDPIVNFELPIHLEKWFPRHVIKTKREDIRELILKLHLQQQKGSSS
Apaf-1 inh – blocks human Apaf-1 apoptosome activity; reconstituted apoptosome caspase-3 activity, DEVD-Rh110 fluorescence; 330,000 compounds, 0.71% hits; inhibition, % at 20 µM; active = inhibition of at least 40% at 20 µM;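 note: plate controls were DMSO wells for no effect and DEVD-CHO caspase inhibitor wells for full effect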
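Material: reconstituted apoptosome with Apaf-1, cytochrome c, caspase-9, procaspase-3, dATP / Buffer or medium: pH 7.5 Hepes buffer with CHAPS, BSA, DTT / Also added: cytochrome c with DEVD-Rh110 / Schedule: compound with Apaf-1, dATP, procaspase-3 30 min, then 50 min reaction, room temperature / Technique: rhodamine 110 fluorescence at Ex 480/Em 540 nm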
The depositor's hits bear a star; i = inactive; / = not tested or not shown.

SMILES	SENP8 block-1	SENP1 FRET inh	SENP8 block-2	SENP6 inh	PfG6PD inh	HKDC1 inhibitor	SENP7 block	Apaf-1 inh
Cc1ccc(NC(=O)CC2OC(=O)c3ccccc32)cc1S(=O)(=O)N1CCOCC1 (configuration not stated)	6	3	12	-13	-5	-6	-3	-9
CCSc1nc2c(sc3nc(C)cc(C)c32)c(=O)[nH]1	-5	/	/	48	/	/	-1	1
CC(c1nccs1)N(C)C(=O)CCc1nnc(CCc2ccccc2)o1 (configuration not stated)	-4	0	13	-15	-5	-6	0	-14
CCn1c(CNC(=O)c2ccco2)nnc1SCC(=O)Nc1cccc(F)c1	1	2	3	-5	-13	1	2	7
CN1CCN(CCCNC(=O)c2ccc(/C=C3\Sc4ccccc4N(Cc4ccccc4F)C3=O)cc2)CC1	/	-23	-73	/	-29	-4	/	/
CC(=O)Nc1ccc2c(c1)C(=O)c1ccc(Cl)cc1-2	/	6	26	/	8	5	/	/
Cc1ccc(N2CCN(C(=O)c3cccc([N+](=O)[O-])c3)CC2)cc1Cl	-9	1	-3	1	20	-7	-5	26
O=C(NCC(=O)N1CCOCC1)c1ccccc1	0	0	8	0	-5	-7	0	-2
CCCCN1CCNC[C@@H]1Cc1ccc(O)cc1	1	0	4	1	-9	-3	4	-4
CCCOC(=O)CSc1nc(N)c(C#N)c(-c2ccco2)c1C#N	-1	-41	-197	2	12	9	0	12
CCOC(=O)CSc1nc2sc3c(c2c(=O)[nH]1)CCCC3	-21	-1	-49	-23	22	-3	-9	16
CCOc1cc(OCC)cc(C(=O)Nc2cccc(C(C)=O)c2)c1	-11	2	13	-32	0	-10	-8	8
CC(C)N(C(=O)CN(C#N)c1nc(N(C)C)nc(N(C)C)n1)c1ccccc1	-1	3	8	3	-2	-4	9	3
COc1ccc(C(=O)NC(=S)NNC(=O)c2ccc(O)cc2)cc1[N+](=O)[O-]	-5	0	13	9	-16	-5	5	4
Cc1ccc(C2=CC(c3ccccc3)n3ncnc3N2)c(C)c1 (configuration not stated)	-19	-1	-14	3	-12	2	-17	14
O=C(c1ccc(Br)cc1)C(CN1CCOCC1)c1ccccc1 (configuration not stated)	-10	0	16	-16	18	7	-10	10
CCOC(=O)C(C)Sc1nc(C2CC2)cc(C(F)(F)F)c1C#N (configuration not stated)	-2	1	-18	-19	3	0	-4	14
CC1CCc2sc(C(=O)NN)cc2C1 (configuration not stated)	-13	2	-9	-13	0	-6	-2	3
Cc1cnc(C(=O)Nc2ccccc2F)cn1	31	0	18	68*	-18	-5	37	-5
CCn1c(-c2nn(C)cc2Cl)n[nH]c1=S	-6	0	19	12	14	-7	-3	-4
Cc1nnsc1SCCNC(=O)c1ccc(F)cc1	-2	-1	26	2	7	-2	-8	0
CCOc1ccc(C2CC(c3ccc(CC)cc3)Nc3nc(N)nn32)cc1 (configuration not stated)	1	-1	1	-7	9	-2	4	8
Cc1ccc2cc(C(c3nnnn3C3CCCC3)N3CCN(c4ccccc4)CC3)c(=O)[nH]c2c1 (configuration not stated)	-2	-39	-68	15	11	3	6	18
Cc1nnc(NC(=O)C23CC4CC(CC(C4)C2)C3)s1	2	-1	8	-2	0	-6	-1	-4
Cc1ccc(NC(=O)N2CCCC2c2cccs2)cc1 (configuration not stated)	-1	2	11	-12	17	10	3	-8
CC(=O)Nc1cccc2c1C(=O)N(c1ccccc1C)C2=O	0	-7	17	-14	-7	-6	4	1
O=C(CN(C1CCCCC1)S(=O)(=O)c1ccc(Br)cc1)NCc1cccnc1	3	2	-1	-3	-5	-8	4	-9
O=C(CCc1nnc2n(Cc3ccccc3)c(=O)c3ccccc3n12)NCCCN1CCCCC1	0	-1	13	0	2	0	-2	5
CCOC(=O)c1ccc(NC(=S)NNC(=O)c2cc(-c3cccnc3)nc3ccccc23)cc1	-3	11	-94	1	-9	-23	8	27
Nc1nc(=S)n(-c2ccccc2)[nH]1	6	2	-14	9	37	-4	-2	-20
O=c1c2ccccc2nnn1COc1cccc(Cl)c1	36	2	4	58*	-4	-5	35	14
NC(=O)CC(CC(=O)OCc1ccccc1)c1ccccc1 (configuration not stated)	1	0	6	-7	-6	-4	-4	1
COc1ccc(C(=O)NCc2nnc(SCC(=O)NCCc3ccccc3)o2)cc1	-12	3	14	-3	17	-3	-18	-1
Cn1cncc1C#Cc1ccc2cc(CCCO)oc(=O)c2c1	0	-3	-493	0	5	-2	-8	-13
COc1cc(NC(=O)c2nn(C)c3c2CS(=O)(=O)c2ccccc2-3)cc(OC)c1	2	2	11	7	8	-2	-2	3
CN(C)c1nc(N)nc(Cn2nnc(-c3ccc(C(F)(F)F)cc3)n2)n1	1	0	17	13	-6	0	1	-10
CC1CCN(c2c(NCc3ccc(C(=O)N4CCc5ccccc54)cc3)c(=O)c2=O)CC1	1	0	8	6	-12	3	1	12
COc1cccc(-c2ccc3ncnc(NCc4cc(C)cs4)c3c2)c1	-7	0	-197	0	-8	-1	-4	9
CCCc1ccccc1OCCNC(C)=O	-7	0	6	-13	-21	2	-10	0
CC(=O)Nc1ccc(C(=O)Nc2cccc(S(=O)(=O)N(C)c3ccccc3)c2)cc1	-1	-1	8	14	7	-1	-1	-4
CCNc1nc(NCC)nc(N/N=C/c2ccc(O)c(O)c2)n1	0	-5	-32	-1	-2	-4	2	5
COc1cccc(-c2cc(C(=O)NCc3ccc(Cl)cc3)no2)c1	2	0	8	-4	6	-6	5	-14
CCc1cc2c(=O)c(-c3cnn(-c4ccccc4)c3)c(C)oc2c(CN2CCCCC2)c1O	-1	-1	-318	-7	-3	-6	-5	6
CNc1ncc(C(=O)c2ccc(Cl)cc2)s1	-9	1	1	5	-3	-2	-5	-2
CCOC(=O)C1CCCN(Cc2c(C(=O)N3CCOCC3)nc3ccccn23)C1 (configuration not stated)	0	0	-3	3	-15	-5	0	-13
O=C(Nc1cc(Cl)ccc1Oc1ccccc1)c1ccccc1F	0	1	19	-10	3	1	-4	1
COc1cc(C=CC(=O)c2cc(OC)c(OC)c(OC)c2)cc(OC)c1OC	/	1	-3	/	-12	3	/	/
Cc1ccc(F)cc1NC(=O)CSc1nc(Nc2ccccc2)nc(N2CCOCC2)n1	5	0	4	-2	-11	4	-10	17
O=S(=O)(Cc1ccccc1)Nc1ccccc1	-6	2	24	1	7	-1	-3	-9
CC(C)(C)OC(=O)C[C@H]1C/C=C\C[C@@H](CC(=O)N(CCO)Cc2ccccc2)C(=O)N[C@@H](Cc2ccccc2)COC1=O	-8	-1	24	-13	5	-2	6	19
Cc1ccc(S(=O)(=O)N2CCCC2C(=O)Nc2nccs2)cc1 (configuration not stated)	-10	1	17	-20	10	-5	2	-5
Cc1nc(COc2ccc(C(=O)NCc3ccccc3CN3CCCCC3)cc2)cs1	-2	0	7	1	-5	-4	-12	23
CN(C)c1ccc(C(=O)N2CCN(c3cc(C(F)(F)F)nc4ccccc34)CC2)cc1	2	2	-28	-3	9	5	-3	16
Cc1nc(C)c(C(=O)O)s1	-11	4	10	-27	-7	-8	-6	-5
Cc1cc(C(=O)NCc2cc(F)cc3c2OCOC3)nn1C	-2	1	10	-13	-7	-5	2	-6
CCOc1ccc(N2C(=O)CC(N3CCN(C(=O)CN4CCCC4)CC3)C2=O)cc1 (configuration not stated)	-1	1	9	-2	-1	0	9	-23
Cc1ccc(SCC(=O)OCC(=O)N(C)CC(=O)Nc2ccc(F)cc2)cc1C	-3	3	6	-10	18	-4	3	2
CCC(=O)N1c2ccc(S(=O)(=O)CCC(=O)N3CCN(c4ccccc4F)CC3)cc2CC1C (configuration not stated)	-1	1	-4	-15	3	-2	14	2
Cn1cccc1CC(=O)NNC(=S)Nc1ccccc1Cl	1	3	-125	5	1	-3	4	-13
CCc1ccc(-c2nnn(CCC#N)n2)cc1	-4	2	4	1	2	-9	-1	0

Reformatted with bars between the fields: part of the list above
Compound | SENP8 block-1 | SENP1 FRET inh | SENP8 block-2 | SENP6 inh | PfG6PD inh | HKDC1 inhibitor | SENP7 block | Apaf-1 inh
Cc1nc(C)c(C(=O)O)s1 | -11 | 4 | 10 | -27 | -7 | -8 | -6 | -5
Cc1cc(C(=O)NCc2cc(F)cc3c2OCOC3)nn1C | -2 | 1 | 10 | -13 | -7 | -5 | 2 | -6

Record cards, from the list above:
Profile of `Cc1nc(C)c(C(=O)O)s1` → SENP8 block-1: -11; SENP1 FRET inh: 4; SENP8 block-2: 10; SENP6 inh: -27; PfG6PD inh: -7; HKDC1 inhibitor: -8; SENP7 block: -6; Apaf-1 inh: -5
Profile of `Cc1nc(COc2ccc(C(=O)NCc3ccccc3CN3CCCCC3)cc2)cs1` → SENP8 block-1: -2; SENP1 FRET inh: 0; SENP8 block-2: 7; SENP6 inh: 1; PfG6PD inh: -5; HKDC1 inhibitor: -4; SENP7 block: -12; Apaf-1 inh: 23
Profile of `Cc1ccc(S(=O)(=O)N2CCCC2C(=O)Nc2nccs2)cc1` (configuration not stated) → SENP8 block-1: -10; SENP1 FRET inh: 1; SENP8 block-2: 17; SENP6 inh: -20; PfG6PD inh: 10; HKDC1 inhibitor: -5; SENP7 block: 2; Apaf-1 inh: -5

(listing goes on)
SMILES	SENP8 block-1	SENP1 FRET inh	SENP8 block-2	SENP6 inh	PfG6PD inh	HKDC1 inhibitor	SENP7 block	Apaf-1 inh
O=C(Nc1cccnc1)/C(N=Nc1ccc(Cl)c(C(F)(F)F)c1)=C(\O)c1ccccc1	-9	-3	16	1	-20	16	-8	11
C/[N+]([O-])=C/c1c(OCc2ccc(Cl)cc2Cl)ccc2ccccc12	-10	-2	1	-8	22	-5	-6	7
O=C(Cc1c(F)cccc1Cl)N/N=C/c1cccs1	-6	3	2	-11	53	-1	5	6
COCCNC(=O)CN(CCc1ccccc1)S(=O)(=O)c1ccc(OC)cc1	-16	2	16	-7	-11	-5	-7	6
O=C(COC(=O)c1cc(S(=O)(=O)N2CCOCC2)ccc1O)NCCc1ccccc1	-6	1	i	-27	3	0	2	-4
CCOC(=O)CSC1=C(C#N)C(=O)NC(c2ccc(OC)c(OC)c2)S1 (configuration not stated)	-11	2	11	-17	10	5	1	4
Cc1ccc(-c2nnn(CC(=O)N(c3ccccc3F)C(CC(C)C)C(=O)NCC3CCCO3)n2)cc1 (configuration not stated)	-1	1	3	-18	12	1	-14	12
CC(=O)c1sc(NC(=O)COc2ccc(C)c(C)c2)nc1C	-6	-3	2	-12	-1	-3	-8	3
CCOC(=O)c1cc(-c2ccc(C)cc2)nc2nc(SC)[nH]c(=O)c12	-6	-1	-387	-45	-23	-4	-6	0
O=C(O)CSc1nc2c(c(C(F)(F)F)n1)CCc1ccccc1-2	-8	-1	24	-9	-39	3	-4	4
CCc1cccc2c(C(=O)CSc3nncn3-c3ccc(OC)cc3)c[nH]c12	-4	-2	0	-4	17	0	4	2
O=C(CCNc1ccccc1)c1cccc([N+](=O)[O-])c1	-2	-1	11	-16	4	-8	0	1
CCNC(=O)c1cccc(NC(=O)CC2SC(N3CCCCC3)=NC2=O)c1 (configuration not stated)	-4	2	11	-8	1	-6	11	0
O=C(CCC(=O)Nc1nnc(C2CCCCC2)s1)NCc1ccc(F)cc1	-5	0	17	12	1	-8	3	15
O=[N+]([O-])c1ccc2c(c1)C(O)n1nc(-c3ccc(Cl)cc3Cl)nc1S2 (configuration not stated)	4	1	-244	4	-4	0	-2	-18
COc1ccc(-c2nc(CN3CCC(C(=O)N4CCOCC4)CC3)c(C)o2)c(OC)c1	-7	-11	-34	-5	-3	-6	11	13
CCN(CC)CCn1c(SCC(=O)NCCC2=CCCCC2)nc2c(sc3ccccc32)c1=O	4	1	-192	-10	-8	-1	11	4
